EPAC2 ag = qHTS for Agonist of cAMP-regulated guanine nucleotide exchange factor 4 (EPAC2): primary screen | Potency, µM (top dose mostly 154 µM), for inactives: top-dose activation, hits mostly activators | 0.079% of 360,000 active | EPAC2 activation, biochemical qHTS; response scale: 100% = 6.5 mM cAMP response | Rap guanine nucleotide exchange factor 4 (Homo sapiens), Q8WZA2; also: potency is read from the fitted curve at half-maximal effect; nearly all actives have a fitted effect of over 50% in size
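EPAC2 (100 nM) mixed with Rap1B loaded with BODIPY-GDP (250 nM) plus 50 uM unlabeled GDP; compounds pinned in, 5 min RT, then read every 5 min for 30 min (ex 480, em 540 nm). Normalized to cAMP control.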
PI5P4Ka inh = qHTS for Inhibitors of phosphatidylinositol 5-phosphate 4-kinase (PI5P4K); 1.2% of 330,000 active; Phosphatidylinositol 5-phosphate 4-kinase type-2 alpha (Homo sapiens), P48426; PI5P4Kalpha enzyme, ADP-Glo luminescence, 60 min; hits give low values; max response, %; active = max response of -50% or lower; inconclusive = between -30% and -50%; inactive = -30% or higher; also: value at the top dose of about 77 µM; % is scaled to controls: 0 for no effect and ±100 for the full control effect
Target sequence (P48426 whole entry, looked up): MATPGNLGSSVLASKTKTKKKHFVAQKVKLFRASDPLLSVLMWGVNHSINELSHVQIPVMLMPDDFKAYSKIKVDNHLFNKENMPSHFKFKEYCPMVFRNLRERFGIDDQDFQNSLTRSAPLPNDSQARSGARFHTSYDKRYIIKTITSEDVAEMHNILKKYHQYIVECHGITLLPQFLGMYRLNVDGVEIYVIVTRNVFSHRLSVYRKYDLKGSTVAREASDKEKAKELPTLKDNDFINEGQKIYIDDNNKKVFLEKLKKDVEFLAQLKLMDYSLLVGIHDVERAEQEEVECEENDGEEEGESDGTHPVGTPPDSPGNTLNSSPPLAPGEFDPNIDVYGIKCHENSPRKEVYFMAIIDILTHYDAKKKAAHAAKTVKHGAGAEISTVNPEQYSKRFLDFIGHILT
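qHTS, 1536-well: enzyme/substrate mix, compound by pin tool, 5 microM ATP final; RT 60 min; ADP-Glo reagents 1 (45 min) then 2 (30 min); luminescence.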
IL2 activator = qHTS of IL-2 Activators. IL-2 activation reporter assay, cell-based qHTS; stimulated with anti-CD3/CD4/CD28 beads; in transgenic mouse T cells. activation, % (series mostly up to about 46 µM). 0.065% of 360,000 active. AID 652025, 2013; in the data active = activation above about 50%; inconclusive = mostly about 30% to 49%; also: 0% is about no effect
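Using fluorescent plate cytometry, EGFP and DsRed are detected in transgenic mouse T cells stimulated 18 h at 37 degrees C with antibody-coated beads after 60 min compound pretreatment.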
CCT chaperon mod = High-Throughput Screening for Modulators of Cytosolic Chaperonin Activity; purified chaperonin ATPase assay, HTRF ADP detection, 30 min; 0.3% of 360,000 active; activity change, % (test concentration not listed), hits read low; in the data active = activity change below about -30%; also: % is scaled to controls: 0 for no effect and ±100 for the full control effect
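ATPase activity: ADP formed was measured by HTRF Transcreener (665/615 nm ratio) after 30 min at 37 deg C with 10 uM ATP. Compounds screened at one 76 uM concentration against 40 or 20 nM TRiC in Tris pH 7.4/KCl/MgCl2/DTT buffer.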
EPAC1 antag = qHTS for Antagonist of cAMP-regulated guanine nucleotide exchange factor 3 (EPAC1): primary screen; Rap guanine nucleotide exchange factor 3 (Homo sapiens), O95398; EPAC1 GEF assay, Rap1b-BODIPY-GDP exchange fluorescence; 0.14% of 360,000 active; Potency, µM (series often up to 115 µM), inactives show top-dose activity change, negative = inhibition, most hits filed as inhibitors; AID 720709, 2013;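 also: potency is read from the fitted curve at half-maximal effect; plate controls were vehicle for no effect and positive control for full effect; nearly all actives have a fitted effect of over 50% in size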
WRN inhibitor = qHTS for Inhibitors of WRN Helicase; Potency, µM (top dose mostly 114 µM), inactives show top-dose activity change, negative = inhibition, actives largely listed as inhibitors; AID 651768, 2012; Bifunctional 3'-5' exonuclease/ATP-dependent helicase WRN (Homo sapiens), Q14191; 0.46% of 360,000 active; WRN helicase unwinding, fluorescent forked duplex, kinetic; also: potency is read from the fitted curve at half-maximal effect; % is scaled to controls: 0 for no effect and ±100 for the full control effect; nearly all actives have a fitted effect of over 55% in size
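Primary qHTS, 1536-well format. 20 nM WRN + compound, 15 min RT; start with 100 nM forked fluorophore/quencher duplex, 2 mM ATP (final); kinetic read ex 525/em 598 nm.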
EPAC1 ag = qHTS for Agonist of cAMP-regulated guanine nucleotide exchange factor 3 (EPAC1): primary screen; EPAC1 agonist qHTS, biochemical assay; response scale: 100% = response to 6.5 mM cAMP; Potency, µM (highest dose often 154 µM), without a hit: top-dose activation, hits mostly activators; 0.073% of 360,000 active; also: potency is read from the fitted curve at half-maximal effect; nearly all actives have a fitted effect of over 60% in size
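Nucleotide exchange assay: 100 nM EPAC1 with 250 nM Rap1B loaded with BODIPY-GDP and 50 uM GDP, room temperature. Fluorescence (480/540 nm) read every 5 min for 30 min; signal change normalized to 6.5 mM cAMP as full agonist.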
PLK1 PBD block = qHTS for Inhibitors of PLK1-PDB (polo-like kinase 1 - polo-box domain): Primary Screen; Plk1 PBD binding of FITC phosphopeptide, fluorescence polarization; Serine/threonine-protein kinase PLK1 (Homo sapiens), P53350; 2.8% of 360,000 active; Potency, µM, for the others: max response, negative = inhibition, hits mostly inhibitors; AID 720504, 2013; also: potency is read from the fitted curve at half-maximal effect; series mostly up to about 57 µM; % is scaled to controls: 0 for no effect and ±100 for the full control effect; nearly all actives have a fitted effect of over 65% in size
Target sequence (P53350 whole entry, looked up, the tested form may be a part): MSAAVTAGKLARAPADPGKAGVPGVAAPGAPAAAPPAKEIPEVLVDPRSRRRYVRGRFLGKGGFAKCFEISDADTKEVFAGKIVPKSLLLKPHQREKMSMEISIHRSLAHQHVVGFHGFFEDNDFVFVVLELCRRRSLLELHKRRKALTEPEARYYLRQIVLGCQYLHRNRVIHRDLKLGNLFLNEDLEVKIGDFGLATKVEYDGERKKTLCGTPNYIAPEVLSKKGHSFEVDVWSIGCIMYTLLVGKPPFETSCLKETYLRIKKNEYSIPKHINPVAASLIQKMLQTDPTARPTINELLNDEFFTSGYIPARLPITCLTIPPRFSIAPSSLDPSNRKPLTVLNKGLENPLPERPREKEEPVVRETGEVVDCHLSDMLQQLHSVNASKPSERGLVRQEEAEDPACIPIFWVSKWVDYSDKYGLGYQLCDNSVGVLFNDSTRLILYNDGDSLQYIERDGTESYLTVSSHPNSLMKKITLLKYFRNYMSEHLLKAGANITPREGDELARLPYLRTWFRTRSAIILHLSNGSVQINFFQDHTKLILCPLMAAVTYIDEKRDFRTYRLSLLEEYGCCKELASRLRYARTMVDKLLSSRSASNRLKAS
* = called active by the depositor; u = inconclusive; x = no result given; & = joins results of further samples; ! = not confirmed by another sample; [ ] = remark or other dose. Unless noted, calls follow the shape of the dose curve; as a rule, active = well fitted curve in the direction sought with a large enough effect; inconclusive = small, poorly fitted or top-dose-only effect, or another doubt; inactive = no such curve, though single readings can be large; an effect the other way counts as inactive or inconclusive.

SMILES	EPAC2 ag	PI5P4Ka inh	IL2 activator	CCT chaperon mod	EPAC1 antag	WRN inhibitor	EPAC1 ag	PLK1 PBD block
C/C(=N\NC(=O)c1cccnc1)c1cc(C)oc1C	5%	1	-0.8	2.1	15%	-16%[57.1 µM]	2%	1%
C=CCN1CN(Cc2ccco2)CNC1=S	5%	0	-3.3	-3.5	3%	-17%	11%	2%
O=C(Cc1ccccc1)Nc1ccc(NC(=S)NC(=O)c2ccccc2)cc1	-2%	9	-1.3	-3.2	-8%	-22%	1%	-10%
CCCCOc1ccc(OCCSc2nc3ccccc3n2CC(=O)O)cc1	5%	5	1.2	-1.3	2%	-4%	11%	-11%
Cc1ccc(/C=C2\SC(=S)N(CCC(=O)NNC(=O)c3ccc(O)cc3)C2=O)cc1	13%	-4	-2.2	1.9	4%	-5%[57.1 µM]	12%	3%
CCOc1ccccc1NC(=O)N1CCC(C(=O)c2ccc(F)cc2)CC1	2%	4	-4.1	1.6	5%	-6%	-1%	-2%
COc1ccc(/C=C/c2nnc(NC(=O)c3ccco3)s2)cc1	4%	-2	0.5	4.4	8%	-13%	14%	-1%
Cc1ccc(CC(NC(=O)c2ccccc2)C(=O)NC(CC(C)C)C(=O)O)cc1 (centres undefined)	5%	2	0.9	-0.9	-1%	-3%	-7%	-4%
O=[N+]([O-])c1ncccc1OCc1ccccc1Br	13%	5	-0.1	0.3	11%	-4%	9%	-10%
CCc1cccc2c(=O)c(C(=O)N3CCOCC3)c[nH]c12	-2%	0	-1.0	1.1	11%	4%	-2%	-1%
COc1cccc(CN2CCC2(C)C(=O)NCc2cccc(C(F)(F)F)c2)c1OC (centres undefined)	-2%	2	-0.3	0.1	-19%	-3%	-19%	2%
CCOc1ccc(CCNC(=O)c2cn(C)c3ccc(S(=O)(=O)N4CCOCC4)cc3c2=O)cc1OCC	-1%	-2	-3.8	1.4	6%	-2%	-15%	3%
CC(=O)n1cc([C@@H]2C=C(C(=O)Nc3ccccc3)O[C@H](OCCCCO)C2)c2ccccc21	15%	4	0.0	-2.2	-13%	5%	7%	-8%
COc1ccc(/C=C2\SC(=S)N(CCCC(=O)N3CCOCC3)C2=O)cc1OC	3%	3	-0.5	0.4	40%[activator]	3%	28%	-8%
O=C(N=C1SC2CS(=O)(=O)CC2N1c1ccc(OC(F)(F)F)cc1)C1CC1 (centres undefined)	-11%	1	-0.8	-1.4	3%	4%	-8%	-7%
Cc1cccc(C)c1NC(=O)CN(C)C(=O)Cc1cccc(C(F)(F)F)c1	-4%	5	4.0	1.3	5%	-10%	-16%	-10%
c1ccc(COC2CCCN(Cc3nc(-c4cnccn4)no3)C2)nc1 (centres undefined)	6%	11	1.5	2.1	-2%	-3%	8%	0%
COC(=O)CSc1nc(N)c(C#N)c(-c2ccco2)c1C#N	2%	-20	-4.1	-0.6	-3%	-30%	3%	-1%
Cc1cccc(OCC(=O)NNC(=O)C2CCCCC2C(=O)O)c1 (centres undefined)	15%	8	-1.6	-2.6	-7%	-3%	3%	-12%
Cc1ccccc1S(=O)(=O)NC1OC(=O)C(Cl)=C1Cl (centres undefined)	-1%	1	0.0	-2.3	-9%	-27%	-1%	u

Another view of 2 compounds above:
Cc1cccc(C)c1NC(=O)CN(C)C(=O)Cc1cccc(C(F)(F)F)c1
  EPAC2 ag: -4%
  PI5P4Ka inh: 5
  IL2 activator: 4.0
  CCT chaperon mod: 1.3
  EPAC1 antag: 5%
  WRN inhibitor: -10%
  EPAC1 ag: -16%
  PLK1 PBD block: -10%

COC(=O)CSc1nc(N)c(C#N)c(-c2ccco2)c1C#N
  EPAC2 ag: 2%
  PI5P4Ka inh: -20
  IL2 activator: -4.1
  CCT chaperon mod: -0.6
  EPAC1 antag: -3%
  WRN inhibitor: -30%
  EPAC1 ag: 3%
  PLK1 PBD block: -1%

(next part)
SMILES	EPAC2 ag	PI5P4Ka inh	IL2 activator	CCT chaperon mod	EPAC1 antag	WRN inhibitor	EPAC1 ag	PLK1 PBD block
CCOc1ccc2nc(SCC(=O)N3CCN(C(=O)c4ccco4)CC3)sc2c1	-6%	1	-0.7	-0.4	-4%	-4%	0%	-13%
CC(=O)C[C@H](O)CC(=O)[C@H]1OC(=O)CCCCCCc2ccccc21	10%	1	0.4	-0.5	2%	6%	-1%	-5%
CN1C(CC(=O)Nc2ccc(Br)cc2)c2ccccc2CC1(C)C (centres undefined)	2%	7	-1.1	-2.6	1%	-6%	6%	-10%
NN=C(NN=Cc1ccccc1)c1ccccc1	-1%	6	-3.5	-0.2	1%	1%	0%	-4%
CCCCOC(=O)Nc1ccc(S(=O)(=O)Nc2ccc([N+](=O)[O-])cc2)cc1	-6%	6	-4.3	0.4	2%	-2%	3%	-6%
CN1CCN(C(=O)C[C@@H]2CC[C@@H]3[C@H](COC[C@@H](O)CN3Cc3cccc(Cl)c3)O2)CC1	-3%	-8	-0.2	x	-15%	6%	-13%	-4%
O=C(NCc1ccco1)c1ccc(COc2ccc(Cl)cc2)cc1	5%	-8	-3.6	-0.7	-6%	-23%	4%	-4%
CN(C(=O)c1cnc(N2CCN(c3ncccn3)CC2)c2ccccc12)c1ccc(Cl)cc1	22%	1	1.8	0.8	-9%	-17%	6%	-2%
COc1cc(NC(=O)CCS(=O)(=O)c2ccc3c(c2)n(C)c(=O)c(=O)n3C)cc(OC)c1	5%	-7	-2.5	1.7	-5%	7%	1%	-5%
Cc1cccc(N2CCN(C(c3ccccc3)c3nnnn3C(C)(C)C)CC2)c1C (centres undefined)	5%	x	4.5	-1.9	0%	6%	3%	-1%
COc1cc(NC(=O)c2csc(-c3ccncc3)n2)cc(C(=O)Nc2cccc(C(F)(F)F)c2)c1	10%&9%	-9&-15	-2.9&-0.6	-35*!	-5%&-14%	-1%&-3%	-8%&-9%	-9%&2%
CC1(Oc2ccc(Cl)cc2)CCN(Cc2ccc(OC(F)(F)F)cc2)C1 (centres undefined)	-3%	9	-0.5	1.8	-7%	-4%	0%	3%
COc1ccc(Cl)cc1CN1C(=O)NC2(CCCCCC2)C1=O	6%	-1	-0.4	-0.6	-6%	-5%	-3%	-6%
O=C(CSc1ncccn1)N1CCc2ccccc2C1	6%	-2	-0.9	1.1	5%	6%	5%	-6%
Cc1cc(NC(=O)c2ccc(-c3ccccc3[N+](=O)[O-])o2)no1	0%	1	-0.9	-4.3	u	-2%	-1%	-4%
NC(Cc1ccc(Cl)cc1)c1csc(NC(=O)NCCc2ccccc2)n1 (centres undefined)	4%	13	-0.8	0.1	-12%	0%	-1%	6%
COc1ccc2c(CN3CCN(C(C)=O)CC3)cc(=O)oc2c1	7%	0	0.2	0.1	21%	0%	-22%	-4%
N=c1sccn1CC(=O)NCCc1ccc(Cl)cc1Cl	5%	-6	1.2	0.1	9%	5%	2%	-2%
CCNC(=O)NS(=O)(=O)c1cnccc1Nc1cccc(Cl)c1	-1%	0	4.4	-0.4	-11%	-5%	-7%	-4%
Cc1ccc(S(=O)(=O)N2CCC(Oc3ccc(-n4cnnn4)cc3)CC2)cc1	-51%	-2	0.9	-0.2	-9%	-6%	3%	4%
Cc1ccc(S(=O)(=O)N2CCOCC2)cc1C(=O)NC1CCCC(C)C1C (centres undefined)	-3%	-7	-0.5	-3.7	16%	1%	1%	-13%
Cc1ccc(NC(=O)CCN2CCC(C(N)=O)CC2)cc1	4%	4	4.3	1.1	5%	-5%	7%	-1%
COc1ccc(S(=O)(=O)N2CCc3ccccc32)cc1C(=O)OCc1c(C)noc1C	8%	-1	-3.3	1.7	10%	-10%	-2%	u
COc1ccc(CCNC(=O)COC(=O)c2cccn2C)cc1	1%	1	0.0	-3.1	-12%	5%	-9%	0%
c1ccc(C2Nc3ccccc3-c3nc4ccccc4n32)nc1 (centres undefined)	6%	-2	-2.2	-1.2	-5%	-8%[57.1 µM]	8%	-1%
CCN1CCN(CCNC(=O)c2ccc3c(c2)NC(=O)/C(=C\c2ccc(OC)c(OC)c2)S3)CC1	2%	-16	-0.9	-2.9	-24%	u	-6%	4%
O=C(CCc1nnc(CCc2ccccc2)o1)N1CCCCC1CCn1cccn1 (centres undefined)	-3%	-7	0.0	-1.7	0%	9%	-10%	-28%
CC1=NN(c2ccccc2)C(=O)/C1=C\c1cn(C)c2ccccc12	13%	0	-0.4	-0.7	u	-18%	14%	-10%
COc1ccc(C)cc1NC(=O)c1nn(C)c(C(=O)Nc2cc(C)ccc2OC)c1[N+](=O)[O-]	18%	5	0.8	1.2	-5%	-4%	20%	-2%
N#CC(C#N)=C1C=CC=CN1/C(=C\c1ccco1)C(=O)c1ccc(-c2ccccc2)cc1	-7%	u	-0.5	0.1	-16%	-26%	6%	-11%
CC(C)CCN1CCN(Cc2cnc(-c3ccccc3)s2)CC1CCO (centres undefined)	1%	-4	-1.5	1.8	7%	7%	-6%	-4%
O=C(Cc1ccccc1)Nc1nnc(-c2ccccc2)o1	0%	2	-3.1	-7.0	12%	-7%	4%	8%
COC(=O)Cc1[nH]c(Cl)nc1C(N)=O	5%	1	0.5	1.9	-5%	-4%	5%	-5%
CCNC(=O)/C(C#N)=C/c1c(N2CC(C)OC(C)C2)nc2ccccn2c1=O (centres undefined)	1%	0	0.9	2.3	19%	7%	-5%	3%
CN(C)S(=O)(=O)c1ccc(C(=O)Nc2ccc(S(=O)(=O)NC3=NCCCCC3)cc2)cc1	-15%	3	1.9	0.6	1%	9%	-3%	-1%
COc1ccccc1C(=O)NC(=O)COC(=O)c1ccc([N+](=O)[O-])cc1Cl	-7%	7	1.7	1.7	1%	2%	3%	0%
CCOC(=O)c1c(NC(=O)C2CCCN(S(=O)(=O)c3ccccc3)C2)sc2c1CCCC2 (centres undefined)	-6%	2	0.1	2.8	-1%	-6%	3%	-11%
CC(C)(C)c1ccc(C(=O)N2CCN(C(=O)c3ccco3)CC2)cc1	3%	-1	-1.8	-3.1	-10%	-13%	-7%	3%

These rows are one share of the data. The share of hits here may be higher or lower than overall.
